Compound activity (PubChem)
HTT aggregate: reduces HttQ103-GFP aggregates in PC12 cells; Potency, µM (titrated, usually from 46.1 µM), for inactives: at the highest dose activity change, negative = inhibition, hits mostly inhibitors; 1.1% of 220,000 active; PC12 HttQ103-GFP aggregates, Acumen cytometry, 40 h; AID 1688; also: potency is read from the fitted curve at half-maximal effect; % is scaled to controls: 0 for no effect and ±100 for the full control effect; nearly all actives have a fitted effect of over 60% in size
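PC12/HTTQ103-GFP, ecdysone-inducible; teb 100 nM; cpd qHTS titration; GFP aggregates read on laser cytometer, Ex 488/Em 500-530 nm.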
GAA inhib: inhibitors of human lysosomal alpha-glucosidase; P10253; purified human GAA, 4-MU-alpha-glucoside fluorescence; Potency, µM (highest dose often 76.9 µM), without a hit: at the highest dose activity change, negative = inhibition, actives largely listed as inhibitors; 0.005% of 200,000 active; AID 1466;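 also: potency is read from the fitted curve at half-maximal effect; plate controls were uninhibited enzyme wells for no effect and no-enzyme background for full effect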
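Compounds are titrated up to 77 uM against 4 nM human enzyme. Substrate 4-methylumbelliferyl-alpha-D-pyranoside (400 uM) reacts 20 min at room temperature in pH 5.0 buffer; liberated 4-methylumbelliferone is read at 440 nm.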
GAA glycogen: inhibitors or activators of human alpha-glucosidase glycogen cleavage | 0.38% of 300,000 active | P10253 | recombinant GAA, glycogen substrate, Amplex Red glucose oxidase fluorescence | Potency, µM (top dose mostly 76.4 µM), for inactives: top-dose activity change, negative = inhibition, actives largely listed as inhibitors;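 also: potency is read from the fitted curve at half-maximal effect; 0% = full enzyme reaction and -100% = no-enzyme basal signal; the screen sought inhibitors and activators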
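Natural-substrate format: glycogen cleavage by 4 nM human enzyme, glucose read by Amplex Red coupling (Ex 573, Em 610 nm). Normalized to enzyme and no-enzyme controls.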
HTT ATP protect: protects HTT-Q103 PC12 cells, measured by ATP; PC12 HTT-Q103 induced, cytoprotection, ATP luminescence, 40 h; Potency, µM (series often up to 56.4 µM), for inactives: cytoprotection (ATP increase), most hits filed as activators; 0.14% of 230,000 active; AID 1471;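 also: potency is read from the fitted curve at half-maximal effect; % of control where 0% means no effect; nearly all actives have a fitted effect of over 45% in size; toxic huntingtin expression switched on by the ecdysone agonist tebufenozide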
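Compounds added alongside 100 nM tebufenozide, which induces toxic Q103 huntingtin exon 1-GFP in stable PC12 cells; surviving cells quantified by luminescent ATP measurement. Medium: phenol red-free DMEM, 5% equine and 5% calf serum.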
GAA spleen mod: inhibitors or activators of human alpha-glucosidase in spleen homogenate. P10253. human spleen homogenate, 4-MU-alpha-glucoside fluorescence. Potency, µM (top dose mostly 79.9 µM), inactives show at the top dose activity change, negative = inhibition, most hits filed as inhibitors. 0.006% of 240,000 active. AID 2112;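 also: potency is read from the fitted curve at half-maximal effect; 0% = enzyme with vehicle and -100% = no enzyme basal signal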
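Human spleen homogenate (1 ug) incubated with compounds and 1 mM 4-methylumbelliferyl-alpha-D-glucopyranoside in pH 5.0 citrate/phosphate buffer, 37 C, 40 min. Stopped at pH 10; 4-MU fluorescence (Ex 365/Em 440 nm); AC50 by Hill fit.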
CBFb-RUNX1 inh: CBF-beta/RUNX1 interaction disruption. Q01196+Q13951. AlphaScreen CBFb-His/RUNX1-biotin binding, biochemical. Potency, µM (series often up to 59.8 µM), for inactives: at the highest dose activity, negative = inhibition, hits mostly inhibitors. 230,000 tested, under 10 active; also: % of control where 0% means no effect
Target sequence (Q01196 whole entry, looked up): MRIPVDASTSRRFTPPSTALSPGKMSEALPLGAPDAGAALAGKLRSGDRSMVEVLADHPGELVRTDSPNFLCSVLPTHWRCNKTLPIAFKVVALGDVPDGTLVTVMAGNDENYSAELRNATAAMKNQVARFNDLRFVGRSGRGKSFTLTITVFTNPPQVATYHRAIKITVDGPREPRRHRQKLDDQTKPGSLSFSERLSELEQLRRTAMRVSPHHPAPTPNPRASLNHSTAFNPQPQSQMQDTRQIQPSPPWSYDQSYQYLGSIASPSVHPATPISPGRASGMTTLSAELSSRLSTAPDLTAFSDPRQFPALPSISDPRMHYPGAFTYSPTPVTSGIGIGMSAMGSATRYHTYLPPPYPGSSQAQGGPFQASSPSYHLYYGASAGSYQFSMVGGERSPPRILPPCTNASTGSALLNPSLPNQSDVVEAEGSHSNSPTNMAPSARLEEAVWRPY
Target sequence (Q13951 whole entry, looked up): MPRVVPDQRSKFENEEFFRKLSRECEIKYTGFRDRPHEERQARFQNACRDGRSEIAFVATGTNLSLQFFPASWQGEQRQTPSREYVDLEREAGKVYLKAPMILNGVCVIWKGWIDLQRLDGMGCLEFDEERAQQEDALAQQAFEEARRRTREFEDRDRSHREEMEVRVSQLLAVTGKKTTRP
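AlphaScreen proximity signal reports loss of binding between His-tagged CBF-beta and biotin-labelled RUNX1, each at 30 nM. Proteins are pre-associated for 20 minutes, compounds added for 15 minutes, then beads for 90 minutes, all at ambient temperature.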
LMNA splice mod: LMNA splicing modulation | 0.01% of 200,000 active | Potency, µM (highest dose often 46.1 µM), for inactives: at the highest dose ratio change, negative = inhibition, actives largely listed as inhibitors | HeLa LMNA splicing GFP/RFP minigene ratio, 48 h | AID 1487; active = well fitted inhibition curve with a large enough effect in the signal ratio, with a control signal flat, not every such curve was filed as active; inconclusive = small, poorly fitted or top-dose-only effect, or effect the other way, or a change in a side signal; the % refers to the signal ratio; also: potency is read from the fitted curve at half-maximal effect; % is scaled to controls: 0 for no effect and ±100 for the full control effect
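Read-out is the ratio of GFP to DsRed2 object intensity, acquired by 488 nm laser-scanning cytometry on HeLa lamin A-EGFP minigene reporter cells. Compound incubation 48 hrs at 37 °C in Opti-MEM with 2% FBS; DMSO 0.5% final.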
The depositor's hits bear a star; ? = inconclusive; . = not tested or not shown; & = joins results of further samples; [ ] = dose if it differs, or a comment. Unless noted, calls follow the shape of the dose curve; as a rule, active = well fitted curve in the direction sought with a large enough effect; inconclusive = small, poorly fitted or top-dose-only effect, or another doubt; inactive = no such curve, though single readings can be large; an effect the other way counts as inactive or inconclusive.

SMILES | HTT aggregate | GAA inhib | GAA glycogen | HTT ATP protect | GAA spleen mod | CBFb-RUNX1 inh | LMNA splice mod
CCOc1cc(/C=C/c2ccc3cccc([N+](=O)[O-])c3n2)cc(Cl)c1O | 9% | -8% | -18% | -2%[1.9 µM] | -5% | -1% | ?
Cc1ccc(C(=O)N/C(=C\c2ccco2)C(=O)NCCc2c[nH]c3ccccc23)cc1 | 9% | -26% | -1% | . | -3% | 0% | -2%
CC(C)Cn1c([N+](=O)[O-])nc2c1c(=O)[nH]c(=O)n2C | -14%[9.22 µM] | . | 6% | -13%[10 µM] | -9% | 9% | .
O=C(Nc1ccccc1N1CCCCC1)c1ccccc1F | ? | ? | 1% | 8% | -8% | ? | -1%
CCOC(=O)N1CCN(C(=O)C(=O)N/N=C/c2ccc(OC)cc2OC)CC1 | -1%[9.22 µM] | . | 4% | -3%[10 µM] | 1% | 0% | .
COc1ccc(Nc2nc3c(C)cccn3c(=O)c2C=NCc2ccccc2)cc1 | -14% | -7% | 1% | -33%[inhibitor] | . | -9% | ?
CNc1nc(-c2cccs2)cc(C(F)(F)F)c1C#N | 15%[9.22 µM] | ? | 7% | 12%[10 µM] | 3% | 27% | .
CCOC(=O)N1CCN(C(=O)CS(=O)Cc2nc(-c3cccc(C)c3)oc2C)CC1 (stereo not drawn) | -9% | -5% | -11% | -4% | -2% | 1% | -10%
CC(C)CC(=O)Nc1nc2ccc(S(C)(=O)=O)cc2s1 | 11%[9.22 µM] | 6% | -1% | 29%[10 µM] | -2% | 2% | 5%[46 µM]
CCOc1ccc(S(=O)(=O)Nc2nc3ccccc3nc2N2CCN(C)CC2)cc1 | -12% | ? | -7% | 3% | 11% | -6% | 0%
O=C(Nc1ccn(C2CC(OC(=O)c3ccccc3)C(CO)O2)c(=O)n1)c1ccccc1 (stereo not drawn) | 2% | -11% | 3% | -4% | 7% | 7% | -6%
COC(=O)/C=C\c1cc(O)ccc1O | . | . | . | -83%[inhibitor] | 3% | 6%[21.7 µM] | .
[O-][n+]1onc2c3cc(-c4ccccc4)nnc3ccc21 | ? | -1% | 15% | -14% | -1% | -7% | 8%
CCOC1CCc2c(C)nc(N)nc2S1 (stereo not drawn) | 10%[9.22 µM] | . | 1% | -5%[10 µM] | 1% | -20% | .
Nc1ccc(N(c2ccccc2)c2ccc(N)cc2)cc1 | 9% | -3% | -20% | 20% | 1% | ? | -3%
CC(C)(C)c1ccc(-c2nnc(SCCC#N)n2C2CCCC2)cc1 | 11µM* | ? | -13% | 26%[1.9 µM] | 1% | 11% | -21%
Cc1cc(-n2c(C)cc(C(=O)COc3ccc4ccc(=O)oc4c3)c2C)no1 | 2% | ? | 2% | -20% | ? | -9% | -7%
COP1(=O)C[C@@H](O)[C@@H](O)[C@@H](COCc2ccccc2)O1 (stereo partly drawn) | -11%[9.22 µM] | . | 7% | -4%[10 µM] | -1% | 1% | .
O=C(NC1CCCCC1)C(c1ccccn1)N(C(=O)c1csnn1)C1CCCCC1 (stereo not drawn) | 12%[9.22 µM] | 10% | -29% | 6%[10 µM] | -1% | 3% | 7%[46 µM]
COc1ccc(/C(N)=N/OC(=O)Cc2ccc(OC)c(OC)c2)cc1 | ? | -4% | 2% | -3% | -4% | 29% | ?
COc1nc(N)nc(N2CCOCC2)n1 | 4% | 1% | 12% | 2% | -8% | -1% | 0%
COC(=O)c1cc(-c2ccc(Br)cc2)on1 | 0% | -2%[15.4 µM] | 14% | -18% | 1% | -1% | 5%
Cn1nc(C(F)(F)F)c(-c2ccccc2)c1NC(=O)c1nccnc1C(=O)O | -19%[9.22 µM] | . | 13% | 4%[10 µM] | 6% | 3% | .
Cc1nnc(Nc2ccc3c(c2)OCO3)c2ccccc12 | 20% | -3% | -22% | -22%[10 µM] | -5% | 1% | -4%
CC1(C)CC(=O)CC(C)(C)N1OC(=O)c1ccccn1 | 8% | 1% | 2% | 2%[10 µM] | -3% | 9% | -13%
Later entries:
SMILES | HTT aggregate | GAA inhib | GAA glycogen | HTT ATP protect | GAA spleen mod | CBFb-RUNX1 inh | LMNA splice mod
CCOc1ccc(NC(=O)c2cc(SC)ccc2Cl)cc1 | 20% | ? | 9% | 14%[10 µM] | -7% | 2% | -6%
COc1ccc(C(C)=O)cc1CN1C(=O)NC2(CCCCC2)C1=O | 12% | -5% | 8% | 8% | -20% | 1% | 12%
Cc1cc(Cl)nc2ccc(Cc3ccc4nc(Cl)cc(C)c4c3)cc12 | 0%[9.22 µM] | . | 3% | 4%&33%[10 µM] | -7% | 7% | .
Oc1cccc2ccc(/C=C/c3c(F)cccc3Cl)nc12 | ? | 6% | 19% | -53% | 2% | -7% | ?
CCCC(=O)N1CCN(c2ccc(NC(=S)NC(=O)c3cccc(C)c3)cc2)CC1 | -32% | 2% | -17% | 15%[10 µM] | 2% | -3% | 3%[46 µM]
C=CCn1c(SCC(=O)Nc2ncc(Cc3cc(Cl)ccc3Cl)s2)nnc1-c1ccncc1 | -24% | 0% | -1% | 4% | -6% | 2% | 2%
O=C(O)C1CC(=O)N(CCOc2ccccc2)C1 (stereo not drawn) | 16% | -5% | 4% | 13%[1.9 µM] | -2% | 5% | -2%
Nc1nc(SCC(=O)NCCC(c2ccccc2)c2ccccc2)n[nH]1 | 17% | -2% | 2% | 9% | 0% | 1% | 2%
O=C(c1cccc(C(F)(F)F)c1)C1CCCN(Cc2cccn2-c2ncccn2)C1 (stereo not drawn) | -8%[9.22 µM] | -14% | 17% | 7%[10 µM] | -5% | 0% | ?
O=C1N/C(=C/c2cccn2-c2ccccc2)C(=O)N1Cc1ccc(F)cc1 | 7% | 1% | -2% | -20%[10 µM] | -2% | 14% | -15%
CN(C)C(=O)COn1c(SCC(=O)N(C)C)nc2ccccc2c1=O | -4% | -5% | 1% | 11% | -14% | 2% | 9%
Cc1nc2nc(Cc3ccccc3)[nH]n2c(=O)c1Cl | 0% | -12% | 19% | -9% | -4% | 0% | ?
O=C(O)C1Cc2ccccc2CN1C(=O)COc1ccc(Cl)cc1 (stereo not drawn) | -2% | 1% | 11% | 21%[10 µM] | -1% | -2% | -5%[46 µM]
Clc1ccc(Oc2cnc3ccccc3n2)cc1 | ? | 3% | 5% | -37% | -12% | 0% | 6%
CCC(=O)Nc1ccc(C(=O)CSc2nnc(-c3ccccc3F)n2C2CC2)cc1 | -17% | -1% | 1% | 19%[10 µM] | 8% | -5% | -3%
COc1cccc(CC2(CO)CCN(Cc3ccc4cccc(F)c4n3)CC2)c1 | 7% | -7% | -11% | -45% | 2% | 13% | .
Oc1c(C=NCc2ccccc2)sc2ccccc12 | 16%[9.22 µM] | -7% | -11% | 18%[10 µM] | -8% | -11% | .
OCC1(CCCc2ccccc2)CCN(Cc2cnc(N3CCOCC3)s2)CC1 | -18% | -4% | -15% | -40%[inhibitor] | 10% | 16% | .
CCN(CC)S(=O)(=O)c1cccc(NC(=O)c2cc(=O)[nH]c3ccccc23)c1 | 8% | 2% | -13% | -3%[10 µM] | -7% | -1% | -9%
O=C(O)C1CC=C(Cl)CC1C(=O)NCC1OCCc2ccccc21 (stereo not drawn) | -2% | -2% | -1% | 4% | -11% | 1% | 13%
COc1cccc(-n2nc3c(=S)[nH]nc(C)c3c2C)c1 | -3% | 2% | -3% | -17% | -7% | 2% | 11%
CN(CCOc1ccc(Cl)cc1)C(=O)c1ccc(S(=O)(=O)N2CCOCC2)cc1 | 11% | 5% | -10% | -32% | -7% | -3% | .
O=C(Nc1ccccc1)c1ccncc1 | ? | -5% | 3% | 16% | -15% | 0% | 14%
CC(NC(=O)COc1ccc([N+](=O)[O-])cc1)c1ccccc1 (stereo not drawn) | 8% | ? | -4% | -21% | -5% | -2% | .
COc1ccc(N2C(=O)C(Cl)=C(N3CCN(Cc4ccccc4)CC3)C2=O)cc1 | 2% | 0% | -9% | -8%[0.074 µM] | -17% | -26% | -22%
(listing goes on)
SMILES | HTT aggregate | GAA inhib | GAA glycogen | HTT ATP protect | GAA spleen mod | CBFb-RUNX1 inh | LMNA splice mod
COC(=O)C1=C(C)NC(C)=C(C(=O)OC)C1c1ccc(-c2cccc(Cl)c2Cl)o1 | ? | 1% | 7% | -80%[inhibitor][10 µM] | 0% | 3% | -11%
CCOC(=O)N1CCN(C(=O)/C(=C/c2ccccc2OC)NC(=O)c2ccccc2)CC1 | -7% | -4% | 5% | 17%[10 µM] | 0% | 7% | 10%
CCC1(C)Cc2c(C#N)c(N)sc(=S)c2CO1 (stereo not drawn) | -1% | -3% | ? | -33% | 1% | -1% | 15%
CN(Cc1nc2ccccc2n1C)S(=O)(=O)c1ccc(Cl)cc1 | 6% | -9% | 3% | 10% | -8% | 2% | -7%
Cc1noc(C)c1-c1nccc(NCCN2CCOCC2)n1 | . | . | . | -31%[inhibitor] | 8% | . | ?
CC(NC(=O)CC1Nc2ccccc2NC1=O)c1ccccc1 (stereo not drawn) | -5% | 7% | -9% | -23% | -4% | 5% | 22%
CN(C)c1nc2ccccc2n(C)c1=O | -5% | -11% | -17% | 7% | -23% | 16% | .
COC(=O)N/N=C/c1cc(Cl)c(OCc2ccccc2F)c(OC)c1 | 30%[9.22 µM] | . | 2% | -14%[10 µM] | -3% | 9% | .
Clc1ccc(C(c2ccccc2)N2CCNCC2)cc1 (stereo not drawn) | 0% | ? | 2% | 3% | 0% | 2% | 0%
Cc1ccc(CN2C(=O)CCC2C(=O)NCCN(CC(C)C)CC(C)C)cc1 (stereo not drawn) | -1% | -9% | 4% | -17%[10 µM] | -13% | 12% | -7%
Cc1cccc(N(C)S(=O)(=O)c2cccc3nsnc23)c1 | -16% | -5% | 6% | 11% | 4% | -5% | -13%

Given field by field: 3 of the compounds above.
> CN(CCOc1ccc(Cl)cc1)C(=O)c1ccc(S(=O)(=O)N2CCOCC2)cc1
  HTT aggregate = 11%; GAA inhib = 5%; GAA glycogen = -10%; HTT ATP protect = -32%; GAA spleen mod = -7%; CBFb-RUNX1 inh = -3%; LMNA splice mod = .

> CCN(CC)S(=O)(=O)c1cccc(NC(=O)c2cc(=O)[nH]c3ccccc23)c1
  HTT aggregate = 8%; GAA inhib = 2%; GAA glycogen = -13%; HTT ATP protect = -3%[10 µM]; GAA spleen mod = -7%; CBFb-RUNX1 inh = -1%; LMNA splice mod = -9%

> CN(C)C(=O)COn1c(SCC(=O)N(C)C)nc2ccccc2c1=O
  HTT aggregate = -4%; GAA inhib = -5%; GAA glycogen = 1%; HTT ATP protect = 11%; GAA spleen mod = -14%; CBFb-RUNX1 inh = 2%; LMNA splice mod = 9%
